# NOD2-RIPK2 inh – inhibitors of human NOD2-RIPK2 interaction; O43353; CHO BLA complementation NOD2-RIPK2, CCF4 ratio; inhibition, % at 4.98 µM; hit rate 0.38% among 360,000; AID 624267; in the data active means inhibition above about 21%;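 further: 0% = vehicle only and 100% = reference blocker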
# TLR9-MyD88 block – TLR9-MyD88 interaction inhibition. Q9NR96+Q99836. CHO BLA complementation TLR9-MyD88, CCF4 FRET ratio. inhibition, % at 4.98 µM. hit rate 0.21% among 340,000;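 active means inhibition above the mean over all tested compounds plus 3 SD, cut at about 21% in these data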;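 further: 0% = DMSO only wells and 100% = clavulanate BLA inhibitor control wells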
# TROY signal inh – TROY signaling inhibition; Q293 LMP1-TROYcd NF-kB luciferase reporter, 4 h; hit rate 0.98% among 360,000; AID 1347056; inhibition, % at 10 µM;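 active means compounds whose plate-normalised and pattern-corrected inhibition of the luciferase reporter signal at the single screening dose is 50% or more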
# Granule exo inh – lytic granule exocytosis inhibition | TALL-104 LAMP-1 surface exposure, flow cytometry; cells stimulated with thapsigargin and PMA | inhibition, % at 10 µM | hit rate 0.66% among 360,000;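 active means inhibition above about 55%, limit read from the data; inconclusive means no clear call, values can overlap the other calls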
# NCOA2 inhibitor – human SRC2 (NCOA2) inhibition. Q15596. HEK293 GAL4-SRC2 luciferase reporter, luminescence. inhibition, % at 9 µM. hit rate 0.17% among 370,000. AID 651957;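 active means inhibition above the mean inhibition of all tested compounds plus 3 SD, set per campaign, cut at about 52% in these data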;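 further: 0% = DMSO treated cells and 100% = cells given Gossypol at 36 µM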
# Target sequence (Q15596 whole entry, looked up, the tested form may be a part): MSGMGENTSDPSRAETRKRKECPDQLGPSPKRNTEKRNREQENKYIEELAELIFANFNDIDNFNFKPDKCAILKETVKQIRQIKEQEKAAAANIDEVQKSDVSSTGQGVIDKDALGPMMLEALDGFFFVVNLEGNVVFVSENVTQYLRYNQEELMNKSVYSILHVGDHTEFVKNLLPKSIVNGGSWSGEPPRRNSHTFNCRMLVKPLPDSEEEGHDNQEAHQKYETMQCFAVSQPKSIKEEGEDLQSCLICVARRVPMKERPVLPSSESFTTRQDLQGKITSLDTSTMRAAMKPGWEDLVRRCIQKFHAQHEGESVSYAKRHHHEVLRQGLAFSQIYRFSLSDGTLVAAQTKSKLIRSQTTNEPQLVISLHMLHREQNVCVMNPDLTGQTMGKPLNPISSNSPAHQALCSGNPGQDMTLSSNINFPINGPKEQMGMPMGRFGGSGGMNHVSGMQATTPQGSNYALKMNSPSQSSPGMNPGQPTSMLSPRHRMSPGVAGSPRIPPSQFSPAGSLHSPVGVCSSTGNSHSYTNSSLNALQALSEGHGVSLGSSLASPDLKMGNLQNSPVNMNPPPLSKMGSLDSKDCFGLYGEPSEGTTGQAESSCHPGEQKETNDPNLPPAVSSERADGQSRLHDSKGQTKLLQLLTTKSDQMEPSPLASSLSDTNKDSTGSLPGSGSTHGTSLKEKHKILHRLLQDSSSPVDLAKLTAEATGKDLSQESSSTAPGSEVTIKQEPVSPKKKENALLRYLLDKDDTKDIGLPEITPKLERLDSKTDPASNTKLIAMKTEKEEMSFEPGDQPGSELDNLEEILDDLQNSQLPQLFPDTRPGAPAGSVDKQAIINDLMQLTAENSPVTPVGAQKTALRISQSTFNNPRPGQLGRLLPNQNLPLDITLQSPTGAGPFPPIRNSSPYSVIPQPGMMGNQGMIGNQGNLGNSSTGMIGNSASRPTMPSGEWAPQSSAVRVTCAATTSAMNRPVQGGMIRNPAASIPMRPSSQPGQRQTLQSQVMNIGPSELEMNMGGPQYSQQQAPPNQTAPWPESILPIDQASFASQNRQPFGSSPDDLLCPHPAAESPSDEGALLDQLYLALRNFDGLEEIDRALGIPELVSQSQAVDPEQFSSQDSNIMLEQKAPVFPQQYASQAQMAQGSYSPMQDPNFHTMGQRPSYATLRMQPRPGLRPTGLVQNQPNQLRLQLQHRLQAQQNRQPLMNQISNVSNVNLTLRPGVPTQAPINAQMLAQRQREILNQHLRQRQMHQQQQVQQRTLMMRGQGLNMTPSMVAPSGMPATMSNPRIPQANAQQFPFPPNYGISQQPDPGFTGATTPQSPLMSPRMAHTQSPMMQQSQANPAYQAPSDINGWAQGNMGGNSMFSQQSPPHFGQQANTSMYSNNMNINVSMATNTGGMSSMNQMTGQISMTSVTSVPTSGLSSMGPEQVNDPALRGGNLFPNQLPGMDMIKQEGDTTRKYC
# SRC1 inh – inhibits human SRC1 coactivator; Q15788; HEK293 GAL4-SRC1 luciferase reporter, luminescence; inhibition, % at 3.6 µM; hit rate 0.12% among 360,000;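 active means inhibition above the campaign mean plus 3 SD, with each screening campaign given its own cutoff, cut at about 60% in these data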;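 further: 0% = DMSO treated cells and 100% = gossypol at 36 µM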
# NR5A2 inv ag – inverse agonists of human LRH-1 (NR5A2); O00482; HEK293T StAR-luciferase reporter, LRH-1 transfected, 24 h; inhibition, % at 3.6 µM; hit rate 0.13% among 360,000;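 active means inhibition above the mean inhibition of all tested compounds plus 3 SD, cut at about 73% in these data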;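 further: 0% = DMSO wells and 100% = reporter-only cells lacking LRH-1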
# TWEAK-Fn14 inh – inhibitors of TWEAK-Fn14 interaction signaling | TWEAK-stimulated Fn14 reporter cells, luciferase luminescence, 8 h | inhibition, % at 10 µM | hit rate 2% among 360,000 | AID 1159606; in the data active means inhibition above about 50%
# ABHD5-PLIN5 inh – blocks binding of human ABHD5 to perilipin-5; Split G. princeps luciferase complementation, luminescence, 4 h; inhibition, % at 4 µM; hit rate 0.78% among 360,000; AID 602281;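 active means inhibition above the mean inhibition across every tested compound plus 3 SD, cut at about 22% in these data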;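 further: 0% = DMSO only wells and the 100% control is not disclosed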
# COUP-TFII inh – inhibitors of human COUP-TFII (NR2F2); inhibition, % at 8.6 µM; hit rate 0.7% among 370,000; HEK293T NGFI-A luciferase reporter, luminescence;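 active means inhibition above a per-plate cutoff, mean inhibition of test wells between control levels plus 3 SD, cut at about 38% in these data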;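 further: cells cotransfected with COUP-TFII expression vector driving the NGFI-A reporter; 0% = median of COUP-TF2 test wells and 100% = reporter-only cells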
# NCOA3 inh – inhibits human SRC3 coactivator | Q9Y6Q9 | HEK293 GAL4-SRC3 luciferase reporter, luminescence | inhibition, % at 3.6 µM | hit rate 0.17% among 360,000;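 active means inhibition above a per-campaign cutoff, the mean of all compounds plus 3 SD, cut at about 60% in these data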;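 further: 0% = DMSO-treated cells and 100% = gossypol-treated cells at 36 µM; higher means less SRC3-driven luciferase light from the GAL4 reporter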
# * = called active by the depositor; u = inconclusive; x = not tested or not shown. Some of the compounds tested; rates above refer to the full screens.
SMILES,NOD2-RIPK2 inh,TLR9-MyD88 block,TROY signal inh,Granule exo inh,NCOA2 inhibitor,SRC1 inh,NR5A2 inv ag,TWEAK-Fn14 inh,ABHD5-PLIN5 inh,COUP-TFII inh,NCOA3 inh
CC(=O)N1CCC2(CC1)C(C#N)=C(N)Oc1n[nH]c(C(F)(F)F)c12,5.6,-0.1,9.2,7.5,-4.6,5.3,0.6,-20.7,-6.1,0.9,11.9
O=C(Nc1cccc(F)c1)/C(=C/c1ccco1)NC(=O)c1ccco1,-10.8,-3.0,-10.8,18.8,9.4,-1.2,23.8,0.4,8.8,-6.1,2.9
COc1ccc(-c2noc(CCC(=O)N3CCN(c4cccc(C)c4C)CC3)n2)cc1,-13.7,-0.8,7.0,0.6,23.9,-27.1,-5.2,11.4,-10.3,12.4,-13.7
CCS(=O)(=O)c1nc(S(=O)(=O)c2ccc(Cl)cc2)c(N2CCc3ccccc3C2)s1,-4.8,-1.7,-8.4,2.3,17.6,1.5,9.0,47.6,-4.0,-4.6,5.5
COc1ccc(/C=N/NC(=O)c2nc(-c3ccccc3)cc(-c3ccccc3)n2)cc1O,-7.4,5.4,-30.6,1.3,-36.9,6.2,-15.3,53.9*,6.3,-22.8,10.0
CCOC(=O)N1CCC(NC(=O)C2CCCN(Cc3nc(-c4cccc(C)c4)oc3C)C2)CC1 (stereo unspecified),0.4,-0.5,29.5,-0.6,7.9,13.5,3.1,14.8,-0.7,42.3*,31.3
COc1ccc(NS(=O)(=O)c2ccc(Br)s2)cc1OC,9.6,12.5,21.6,0.3,25.3,-9.0,40.6,0.7,8.0,7.1,-3.6
Cc1ccc(NC(=S)Nc2cccc3ccccc23)cc1F,-3.6,-9.8,34.0,4.7,-39.2,-27.2,-15.3,46.9,-15.8,1.0,-81.7
COc1ccccc1NC(=O)Cn1nnc(-c2ccccc2NS(=O)(=O)c2ccccc2)n1,-8.6,-1.6,19.4,14.1,19.1,-4.1,-4.1,27.1,7.7,10.6,15.6
COc1ccc(C2CC(c3ccccc3)=NN2C(=O)COC(=O)C2CC2)cc1 (stereo unspecified),-2.6,-3.1,-19.7,u,-11.1,-36.0,-3.8,-0.6,0.2,-1.5,10.0
CCOc1ccc(OCC)c(S(=O)(=O)n2cnc(C)c2)c1,-6.7,-2.5,16.8,-5.9,-13.6,-17.1,11.5,2.5,-1.5,22.6,-19.4
Cc1cccc(CN2CCNC2=O)c1,-18.0,4.8,-4.1,-0.3,-19.5,-0.4,5.8,-5.2,-0.5,1.3,11.3
CCCC(=O)N1CCC1(C)C(=O)Nc1ccc(C)cc1 (stereo unspecified),-3.7,x,-7.2,2.1,-7.7,-1.3,2.9,1.5,1.9,-4.1,-5.5
Cc1cc(N/C=C/C(=O)c2ccccc2)ccc1Br,-4.0,12.3,13.3,-5.0,-77.5,-94.0,-73.7,9.4,0.9,-55.4,-83.0
CCOc1ccccc1NC(=O)C1CCCN(S(=O)(=O)c2c(C)[nH]c(=O)[nH]c2=O)C1 (stereo unspecified),-3.2,-0.8,-45.6,-0.4,x,-32.6,7.3,3.5,4.8,x,-7.0
COc1cc(OC)c(N2CC(C(=O)Nc3cc(Cl)ccc3N3CCOCC3)CC2=O)cc1Cl (stereo unspecified),-2.9,-7.6,9.7,1.7,6.4,-9.5,0.1,14.5,-2.4,-2.2,16.4
O=C1c2ccccc2C(=O)N1CCC#Cc1ccc2cc(C3(O)CCCCC3)oc(=O)c2c1,8.3,1.4,64.8*,-6.2,2.4,-9.5,-22.7,71.2*,-10.4,12.2,-10.2
O=C(O)C1CC(=O)N(c2ccc(OCc3ccccc3)cc2)C1 (stereo unspecified),-1.2,5.1,-14.0,1.1,-5.8,-5.2,21.8,-0.6,-2.4,0.4,-14.5
CCOC(=O)C(=O)c1csc(NC(=O)CCSc2ccc(C)cc2)n1,-5.2,-4.7,8.3,0.5,-6.7,6.5,11.9,-8.4,-5.0,0.5,15.3
NC(=O)NC(=O)COC(=O)CCCc1c[nH]c2ccccc12,-11.7,1.6,17.5,-1.3,8.3,-13.2,-33.0,-12.6,2.2,13.0,-1.8
COc1ccc(Br)cc1/C=N/NC(=O)c1cccc(S(=O)(=O)N2CCOCC2)c1,0.5,0.3,21.8,0.4,0.3,9.7,-5.2,0.6,0.1,-7.7,13.4
COc1ccc(Cl)cc1NC(=O)CN1CCN(C(=O)N2CCOCC2)CC1,-6.9,-4.3,5.6,-1.0,-25.8,-2.2,-3.1,20.1,-5.8,8.3,2.7
COc1cc2nc(NCCCN3CCN(C)CC3)n3nc(-c4ccccc4)nc3c2cc1OC,4.4,-1.7,-34.1,25.2,-51.8,-6.1,11.4,-15.1,7.2,-20.6,6.6
O=C(c1cccc(C(F)(F)F)c1)N1CCOc2ccccc21,-10.5,-5.9,0.8,-8.6,-30.0,1.4,10.5,2.7,-2.8,0.7,7.7
CCCCNC(=O)C1CCN(C(=O)Nc2ccc(C)cc2)CC1,1.4,2.2,-20.1,-1.6,0.4,-2.7,3.7,8.6,8.3,-22.8,0.0
C/C(=N\N=C1\NC(=O)C(CC(=O)Nc2ccc(C)c(Cl)c2)S1)C(C)C (stereo unspecified),3.0,10.0,7.6,-3.7,2.2,-2.6,-6.8,0.3,-8.1,1.7,6.8
COCCCNC(=O)CCN1N=C(c2ccccc2)CCC1=O,2.5,3.3,11.3,-1.8,-10.8,12.7,-4.7,11.1,8.3,-7.5,-22.7
O=C1N[C@@H](Cc2c[nH]c3ccccc23)COC(=O)[C@@H](Cc2ccc(F)cc2)C/C=C\C[C@H]1CC(=O)N(CCO)Cc1ccccc1,-23.0,-5.2,37.3,0.1,-7.1,4.2,21.1,40.3,-11.8,17.2,11.2
CC1CC(C)CN(C(=O)c2cccc(S(=O)(=O)NCc3ccccc3)c2)C1 (stereo unspecified),8.9,-11.2,2.2,1.8,6.2,-2.5,5.0,-0.2,-2.1,11.3,3.0
CC(=O)NCCc1nc2cc(NS(=O)(=O)c3ccccc3)ccc2n1C,8.0,-8.8,10.5,7.5,-8.4,5.0,-10.2,14.6,9.2,7.0,7.0
COc1cc(C(=O)N2CCc3ccccc32)cc(OC)c1OC,0.7,-2.3,14.4,-3.7,5.1,17.7,5.5,12.3,1.4,-0.6,3.5
CC1CC(C)(C)CC2(C1)NC(=O)N(CC(=O)Nc1nccs1)C2=O (stereo unspecified),6.5,11.3,-26.6,9.7,-18.1,11.4,-13.1,-16.5,-3.6,17.5,5.8
O=C1CC[C@@H]2CC3(C[C@@H]4CCN1[C@H]24)Nc1cc([N+](=O)[O-])ccc1NC3=NC1CCCCC1 (stereo partly specified),-0.4,2.1,-11.4,0.6,-14.7,8.1,-0.3,0.8,-10.6,-2.4,13.9
Clc1ccc(Cl)c(OCCN2CCOCC2)c1,-4.8,-4.5,-22.6,3.8,3.2,-3.0,11.7,-3.4,-3.0,-7.1,-1.5
Cc1ccc(NC(=O)C(C)N2CCCC2)cc1Cl (stereo unspecified),-17.6,4.8,6.5,-1.8,-9.5,-3.5,16.9,4.8,-0.9,5.4,-3.4
COc1ccc(CN(C(=O)c2ccco2)c2ccc(Br)cc2)cc1OC,-0.7,7.5,-2.2,1.4,-5.2,4.5,-2.4,-12.1,-0.5,11.7,-14.1
O=C(CSc1ccc(-c2ccccn2)nn1)N1CCCCC1,-9.8,1.6,-25.0,-10.7,-5.1,-4.2,-32.9,15.6,-2.3,-1.9,-33.6
O=C(Oc1cccnc1)c1ccc(Cl)c(Cl)c1,-0.1,-9.6,-30.5,3.7,-49.6,-5.1,1.2,11.7,-4.8,-10.8,16.1
O=C1OCc2ccc(NC(=O)c3ccccc3C(=O)O)cc21,2.7,1.6,10.3,-5.9,3.6,1.6,8.2,5.0,2.0,14.8,8.8
CCn1c(CNC(=O)c2cccs2)n[nH]c1=S,-0.4,3.3,7.5,0.0,-5.8,-30.3,-27.4,1.8,-1.2,-1.6,19.1
O=C(N/N=C/c1ccc(Br)o1)c1cncc(Br)c1,-8.5,-3.0,9.3,-3.8,0.0,14.1,13.3,-13.0,3.5,1.1,6.6

# Bioassay records: PubChem, several laboratories
